Vif inh: blocks HIV Vif function; HEK293T cells, Vif self-association by quenched fluorescence, imaging, 24 h; inhibition, % at 7.49 µM; hit rate 0.35% among 340,000; AID 602346; in the data active = inhibition above about 50%, passing the limit was not always enough; note: some results filed as inactive read as strong as hits
MC4R antag cAMP: human MC4R antagonism in cAMP assay | MC4R-expressing cells, MTII-stimulated cAMP, LANCE TR-FRET | inhibition, % at 6.5 µM | hit rate 0.48% among 360,000 | P32245;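 active = inhibition above its plate's cutoff, the mean of tested wells on that plate plus 3 SD, cut at about 29% in these data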;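 note: 0% = Melanotan II alone and 100% = Melanotan II plus saturating MCL0020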
Target sequence (P32245 whole entry, looked up): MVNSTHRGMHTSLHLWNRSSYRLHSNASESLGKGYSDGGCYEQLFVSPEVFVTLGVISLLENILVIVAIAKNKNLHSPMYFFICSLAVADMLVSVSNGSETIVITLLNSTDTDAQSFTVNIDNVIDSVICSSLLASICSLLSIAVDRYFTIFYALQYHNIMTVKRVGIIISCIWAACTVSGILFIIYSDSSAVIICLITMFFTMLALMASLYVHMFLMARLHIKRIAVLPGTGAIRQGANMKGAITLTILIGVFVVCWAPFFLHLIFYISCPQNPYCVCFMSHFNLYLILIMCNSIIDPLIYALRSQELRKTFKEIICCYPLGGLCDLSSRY
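Assay system: U2OS cells stably expressing human melanocortin 4 receptor (MC4R) / Dosing: 6.5 µM / Timing: compound 30 min, challenge 1 h, detection 1 h / Measured by: Eu-cAMP/anti-cAMP TR-FRET, emission 671 nm / Replicates: singlicate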
TLR9-MyD88 block: TLR9-MyD88 interaction inhibition. inhibition, % at 4.98 µM. CHO BLA complementation TLR9-MyD88, CCF4 FRET ratio. hit rate 0.21% among 340,000. Q9NR96+Q99836;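 active = inhibition above the mean over all tested compounds plus 3 SD, cut at about 21% in these data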;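 note: 0% = DMSO only wells and 100% = clavulanate BLA inhibitor control wells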
Glyco luc inh: blocks N-linked glycosylation in D54 reporter cells | D54 ERlucT glycosylation luciferase reporter, 24 h; percent of 100 nM tunicamycin response | hit rate 0.23% among 360,000 | reporter increase, % at 12.5 µM;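 active = mean luciferase reporter signal, scaled so untreated is 0 and the glycosylation-blocking control 100, at or above a set limit in every replicate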;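 note: luciferase carries N-glycosylation sites so blocking glycosylation raises the light; 0% = median of neutral control wells and 100% = median of 100 nM tunicamycin wells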
ABHD5 PLIN5 PPI: blocks binding of human ABHD5 to perilipin-5; Q00G26+Q8WTS1; Split G. princeps luciferase complementation, luminescence, 4 h; inhibition, % at 4 µM; hit rate 0.78% among 360,000; AID 602281;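 active = inhibition above the mean inhibition across every tested compound plus 3 SD, cut at about 22% in these data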;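 note: 0% = DMSO only wells and the 100% control is not disclosed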
MC4R barr agon: agonists of human melanocortin 4 receptor (MC4R) beta-arrestin; P32245; U2OS MC4R beta-arrestin complementation, luminescence; percent of melanotan II response, DMSO zero; activation, % at 8.9 µM; hit rate 0.98% among 360,000; AID 540308;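 active = activation above a per-plate cutoff, the mean activation of sample wells on that plate plus 3 SD, cut at about 8% in these data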
ABCB6 inh MLPCN: blocks the human ABCB6 transporter; Q9NP58; K562-ABCB6 porphyrin accumulation, flow cytometry, 1 h; stronger effect = lower value; fluorescence ratio to DMSO, % at 10 µM; hit rate 0.19% among 360,000;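 active = fluorescence ratio to DMSO below 75%, the collection mean minus 3 SD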;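 note: signal is porphyrin accumulated inside mitochondria; 100% equals median channel fluorescence of DMSO control wells; lower ratio means ABCB6 inhibition with less porphyrin fluorescence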
aDG glyco act: alpha-DG glycosylation activation | Pro5-aDG cells, alpha-DG glycosylation AlphaScreen (IIH6); 0% Pro5, 100% B10-LARGE cell signal | activation, % at 10 µM | hit rate 0.22% among 360,000;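 active = activation of at least 8% versus controls, or a plate z-score of at least 8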;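 note: Pro5 are CHO cells carrying HIG-tagged alpha-DG that lacks glycosylation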
Granule exo inh: lytic granule exocytosis inhibition. TALL-104 LAMP-1 surface exposure, flow cytometry; cells stimulated with thapsigargin and PMA. inhibition, % at 10 µM. hit rate 0.66% among 360,000;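 active = inhibition above about 55%, limit read from the data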
NOD2 RIPK2 PPI: blocks binding of human NOD2 to RIPK2 | O43353 | CHO BLA complementation NOD2-RIPK2, CCF4 ratio | inhibition, % at 4.98 µM | hit rate 0.38% among 360,000 | AID 624267; in the data active = inhibition above about 21%;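 note: 0% = vehicle only and 100% = reference blocker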
Target sequence (O43353 whole entry, looked up): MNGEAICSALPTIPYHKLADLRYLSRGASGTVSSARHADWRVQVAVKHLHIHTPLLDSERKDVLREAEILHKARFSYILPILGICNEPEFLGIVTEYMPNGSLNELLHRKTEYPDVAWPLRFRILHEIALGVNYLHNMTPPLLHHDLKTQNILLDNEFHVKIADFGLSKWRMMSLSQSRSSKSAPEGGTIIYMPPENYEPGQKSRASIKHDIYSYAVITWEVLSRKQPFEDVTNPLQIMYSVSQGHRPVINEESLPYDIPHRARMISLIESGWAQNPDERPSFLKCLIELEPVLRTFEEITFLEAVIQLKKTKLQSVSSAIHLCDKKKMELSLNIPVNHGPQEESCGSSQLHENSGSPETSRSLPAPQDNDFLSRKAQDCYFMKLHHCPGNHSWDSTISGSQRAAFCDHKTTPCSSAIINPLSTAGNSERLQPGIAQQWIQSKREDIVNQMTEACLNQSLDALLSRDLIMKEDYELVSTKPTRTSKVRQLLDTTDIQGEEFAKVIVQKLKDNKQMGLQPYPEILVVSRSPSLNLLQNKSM
Active calls of the source: *.

COc1ccc(C2Nc3ccccc3C(=O)N2c2ccc(Cl)cc2)cc1Cn1cc([N+](=O)[O-])cn1 (configuration not stated) was read as Vif inh 1, MC4R antag cAMP 2, TLR9-MyD88 block 0, Glyco luc inh -10, ABHD5 PLIN5 PPI -4, MC4R barr agon -2.6, ABCB6 inh MLPCN 95, aDG glyco act 0.3, Granule exo inh 1 and NOD2 RIPK2 PPI 14.
`COc1ccc(OC)c(C2C=C(c3ccc(C)c(C)c3)Nc3nnnn32)c1` (configuration not stated) gave Vif inh 0, MC4R antag cAMP -8, TLR9-MyD88 block -1, Glyco luc inh 9, ABHD5 PLIN5 PPI 2, MC4R barr agon 0.0, ABCB6 inh MLPCN 97, aDG glyco act -0.2, Granule exo inh 0 and NOD2 RIPK2 PPI 9.
For Fc1ccccc1CN1CCCN(C(=S)Nc2cccc(Cl)c2)C1 the results were Vif inh -4, MC4R antag cAMP 7, TLR9-MyD88 block -2, Glyco luc inh -1, ABHD5 PLIN5 PPI 4, MC4R barr agon 2.4, ABCB6 inh MLPCN 97, aDG glyco act 0.2, Granule exo inh -1 and NOD2 RIPK2 PPI -5.
Screening CN(C(=S)NC(=O)C1CCCC1)c1ccccc1 returned Vif inh 27, MC4R antag cAMP -3, TLR9-MyD88 block 4, Glyco luc inh 0, ABHD5 PLIN5 PPI -1, MC4R barr agon -1.5, ABCB6 inh MLPCN 96, aDG glyco act -0.1, Granule exo inh -14 and NOD2 RIPK2 PPI -4.
O=C(c1cc2ccccc2oc1=O)N1CCN(c2ncccn2)CC1 was read as Vif inh 7, MC4R antag cAMP 3, TLR9-MyD88 block -8, Glyco luc inh 3, ABHD5 PLIN5 PPI 4, MC4R barr agon -0.2, ABCB6 inh MLPCN 93, aDG glyco act 0.3, Granule exo inh 2 and NOD2 RIPK2 PPI 5.
For CCOc1ccc(C(O)(c2ccccc2)C(CN2CCCC2)c2ccccc2)cc1 (configuration not stated) the results were Vif inh 5, MC4R antag cAMP -1, TLR9-MyD88 block -2, Glyco luc inh -3, ABHD5 PLIN5 PPI 1, MC4R barr agon -2.7, ABCB6 inh MLPCN 98, aDG glyco act 0.1, Granule exo inh 18 and NOD2 RIPK2 PPI -2.
COc1cccc(-n2c(=S)sc3c(=O)n(-c4ccccc4OC)c(=S)[nH]c32)c1 was read as Vif inh -4, MC4R antag cAMP 13, TLR9-MyD88 block -2, Glyco luc inh -1, ABHD5 PLIN5 PPI -4, MC4R barr agon -1.6, ABCB6 inh MLPCN 101, aDG glyco act -0.1, Granule exo inh -3 and NOD2 RIPK2 PPI -5.
Screening CCc1nnc(NS(=O)(=O)c2ccc(N3C(=O)c4ccc(C(=O)O)cc4C3=O)cc2)s1 returned Vif inh 5, MC4R antag cAMP -1, TLR9-MyD88 block 6, Glyco luc inh 3, ABHD5 PLIN5 PPI -2, MC4R barr agon -1.5, ABCB6 inh MLPCN 99, aDG glyco act 0.4, Granule exo inh -6 and NOD2 RIPK2 PPI 5.
Screening CCCn1c(NCc2ccccc2NS(=O)(=O)c2ccc(C)cc2)nc2ccccc21 returned Vif inh 3, MC4R antag cAMP -2, TLR9-MyD88 block 1, Glyco luc inh 1, ABHD5 PLIN5 PPI -1, MC4R barr agon 0.4, ABCB6 inh MLPCN 84, aDG glyco act 0.5, Granule exo inh -5 and NOD2 RIPK2 PPI -15.
Screening CC1=CCC2C(=O)N(c3ccc(OC(=O)c4ccco4)cc3)C(=O)C2C1 (configuration not stated) returned Vif inh -13, MC4R antag cAMP -1, TLR9-MyD88 block -4, Glyco luc inh 0, ABHD5 PLIN5 PPI 6, MC4R barr agon -0.7, ABCB6 inh MLPCN 98, aDG glyco act 0.1, Granule exo inh -4 and NOD2 RIPK2 PPI -6.
CCOC(=O)c1c(Cc2ccc(Cl)cc2)c[nH]c1C was read as Vif inh -2, MC4R antag cAMP 5, TLR9-MyD88 block 10, Glyco luc inh -2, ABHD5 PLIN5 PPI -2, MC4R barr agon 0.5, ABCB6 inh MLPCN 95, aDG glyco act 0.0, Granule exo inh 12 and NOD2 RIPK2 PPI 2.
`Cc1cc2cc(CCNC(=O)CCc3ccccc3)c(=O)[nH]c2cc1C` gave Vif inh -1, MC4R antag cAMP 8, TLR9-MyD88 block 5, Glyco luc inh 0, ABHD5 PLIN5 PPI -8, MC4R barr agon -1.1, ABCB6 inh MLPCN 75, aDG glyco act -0.1, Granule exo inh -6 and NOD2 RIPK2 PPI 1.

Fetched by structure from the entries so far (three):
For Fc1ccccc1CN1CCCN(C(=S)Nc2cccc(Cl)c2)C1 the results were Vif inh -4, MC4R antag cAMP 7, TLR9-MyD88 block -2, Glyco luc inh -1, ABHD5 PLIN5 PPI 4, MC4R barr agon 2.4, ABCB6 inh MLPCN 97, aDG glyco act 0.2, Granule exo inh -1 and NOD2 RIPK2 PPI -5.
O=C(c1cc2ccccc2oc1=O)N1CCN(c2ncccn2)CC1 was read as Vif inh 7, MC4R antag cAMP 3, TLR9-MyD88 block -8, Glyco luc inh 3, ABHD5 PLIN5 PPI 4, MC4R barr agon -0.2, ABCB6 inh MLPCN 93, aDG glyco act 0.3, Granule exo inh 2 and NOD2 RIPK2 PPI 5.
Screening CCCn1c(NCc2ccccc2NS(=O)(=O)c2ccc(C)cc2)nc2ccccc21 returned Vif inh 3, MC4R antag cAMP -2, TLR9-MyD88 block 1, Glyco luc inh 1, ABHD5 PLIN5 PPI -1, MC4R barr agon 0.4, ABCB6 inh MLPCN 84, aDG glyco act 0.5, Granule exo inh -5 and NOD2 RIPK2 PPI -15.

New compounds follow
For CCCCN(C(=O)CSc1nnnn1-c1ccccc1OC)C1CCS(=O)(=O)C1 (configuration not stated) the results were Vif inh -9, MC4R antag cAMP 2, TLR9-MyD88 block 3, Glyco luc inh 0, ABHD5 PLIN5 PPI -7, MC4R barr agon 0.9, ABCB6 inh MLPCN 97, aDG glyco act 0.0, Granule exo inh 5 and NOD2 RIPK2 PPI 2.
`C[C@H](CO)N1C[C@H](C)[C@H](CN(C)C(=O)c2ccccc2)Oc2cc(Br)ccc2S1(=O)=O` gave Vif inh -4, MC4R antag cAMP 8, TLR9-MyD88 block 3, Glyco luc inh -2, ABHD5 PLIN5 PPI 2, MC4R barr agon -0.1, ABCB6 inh MLPCN 102, aDG glyco act 0.2, Granule exo inh -3 and NOD2 RIPK2 PPI -17.
CCCN(CC(=O)Nc1ccc(OC)c(OC)c1)CC(=O)Nc1ccc(F)c(F)c1F was read as Vif inh 7, MC4R antag cAMP 4, TLR9-MyD88 block 7, Glyco luc inh 1, ABHD5 PLIN5 PPI 2, MC4R barr agon -1.1, ABCB6 inh MLPCN 94, aDG glyco act 0.0, Granule exo inh 1 and NOD2 RIPK2 PPI -16.
Screening CC1CCN(S(=O)(=O)c2cc(C(=O)NC3(C)CCS(=O)(=O)C3)ccc2Br)CC1 (configuration not stated) returned Vif inh -9, MC4R antag cAMP 10, TLR9-MyD88 block -2, Glyco luc inh -1, ABHD5 PLIN5 PPI 1, MC4R barr agon 1.4, ABCB6 inh MLPCN 94, aDG glyco act 0.0, Granule exo inh -4 and NOD2 RIPK2 PPI -4.
For COCCCN(Cc1cc(OC)c(OC)c(OC)c1)C(=S)Nc1cccc(Cl)c1 the results were Vif inh -1, MC4R antag cAMP -5, TLR9-MyD88 block -11, Glyco luc inh -4, ABHD5 PLIN5 PPI -8, MC4R barr agon 0.0, ABCB6 inh MLPCN 100, aDG glyco act 0.8, Granule exo inh 7 and NOD2 RIPK2 PPI 2.
Screening CC(=O)c1ccc(OC2(C)CCN(Cc3ccc(OC(F)(F)F)cc3)C2)cc1 (configuration not stated) returned Vif inh -5, MC4R antag cAMP 11, Glyco luc inh 2, ABHD5 PLIN5 PPI -6, MC4R barr agon 2.3, ABCB6 inh MLPCN 95, aDG glyco act 0.2, Granule exo inh -3 and NOD2 RIPK2 PPI -9.
For COCc1ccc(C(=O)NC(C)c2cnn(-c3ccccc3C)c2C)o1 (configuration not stated) the results were Vif inh -5, MC4R antag cAMP 15, TLR9-MyD88 block -2, Glyco luc inh 0, ABHD5 PLIN5 PPI 0, MC4R barr agon -2.8, ABCB6 inh MLPCN 93, aDG glyco act 0.3, Granule exo inh 35 and NOD2 RIPK2 PPI -18.
Screening CC1(C(=O)Nc2cccc(OC(F)(F)F)c2)Cc2c(-c3cccc(C(F)(F)F)c3)ccnc2O1 (configuration not stated) returned Vif inh 4, MC4R antag cAMP 0, Glyco luc inh -2, ABHD5 PLIN5 PPI -12, MC4R barr agon 1.2, ABCB6 inh MLPCN 97, aDG glyco act 0.0, Granule exo inh 6 and NOD2 RIPK2 PPI 6.
Screening COCCN(CC(=O)Nc1ccccc1C(F)(F)F)C(=O)/C=C/c1ccc2ccccc2n1 returned Vif inh -5, MC4R antag cAMP 21, TLR9-MyD88 block 5, Glyco luc inh -2, ABHD5 PLIN5 PPI -1, MC4R barr agon -4.1, ABCB6 inh MLPCN 102, aDG glyco act -0.2, Granule exo inh -6 and NOD2 RIPK2 PPI 13.
Cc1ccc(-n2cnc(=O)c3cccnc32)cc1 was read as Vif inh 2, MC4R antag cAMP 10, TLR9-MyD88 block -4, Glyco luc inh 2, ABHD5 PLIN5 PPI 0, MC4R barr agon -1.2, ABCB6 inh MLPCN 104, aDG glyco act -0.1, Granule exo inh -1 and NOD2 RIPK2 PPI 2.
Cc1ccc(N2C(N)=C(C#N)C(c3cccnc3)C3=C2CCCC3=O)cc1 (configuration not stated) was read as Vif inh 1, MC4R antag cAMP -5, TLR9-MyD88 block 1, Glyco luc inh 3, ABHD5 PLIN5 PPI -4, MC4R barr agon -1.2, ABCB6 inh MLPCN 99, aDG glyco act 0.0, Granule exo inh -1 and NOD2 RIPK2 PPI -6.
`COCC(=O)Nc1ccc2c(c1)OCC(=O)N2Cc1ccc(C)cc1` gave Vif inh -2, MC4R antag cAMP 1, TLR9-MyD88 block 4, Glyco luc inh -1, ABHD5 PLIN5 PPI 6, MC4R barr agon -0.1, ABCB6 inh MLPCN 101, aDG glyco act 0.1, Granule exo inh -5 and NOD2 RIPK2 PPI 0.
`CCOC(=O)c1c(C)nn(-c2ccc(NC(=O)c3c(C)noc3C)cc2)c1C` gave Vif inh 8, MC4R antag cAMP -1, TLR9-MyD88 block 2, Glyco luc inh -2, ABHD5 PLIN5 PPI 4, MC4R barr agon 0.9, ABCB6 inh MLPCN 97, aDG glyco act 0.1, Granule exo inh -8 and NOD2 RIPK2 PPI -1.
For O=C(c1ccc(NS(=O)(=O)c2ccc3[nH]c(=O)[nH]c3c2)cc1)N1CCCCC1 the results were MC4R antag cAMP 7, TLR9-MyD88 block -1, Glyco luc inh 1, ABHD5 PLIN5 PPI 6, MC4R barr agon 2.8, ABCB6 inh MLPCN 100, aDG glyco act -0.3, Granule exo inh -1 and NOD2 RIPK2 PPI -12.
For CCCCn1c(N)c(N(CCOC)C(=O)COC(=O)CCOc2ccc(C)cc2)c(=O)[nH]c1=O the results were Vif inh 2, MC4R antag cAMP 3, TLR9-MyD88 block -1, Glyco luc inh 1, ABHD5 PLIN5 PPI -4, MC4R barr agon -0.3, ABCB6 inh MLPCN 98, aDG glyco act -0.3, Granule exo inh -2 and NOD2 RIPK2 PPI 6.

Screening data as filed in PubChem.

Only part of the results is shown; count on the stated rates, not on these rows.
